USP7 inh: inhibitors of human USP7 deubiquitinase. Q93009. purified USP7, Ub-rhodamine cleavage fluorescence. inhibition, % at 20 µM. hit rate 0.3% among 47,000. AID 1645854
Target sequence (Q93009 whole entry, looked up): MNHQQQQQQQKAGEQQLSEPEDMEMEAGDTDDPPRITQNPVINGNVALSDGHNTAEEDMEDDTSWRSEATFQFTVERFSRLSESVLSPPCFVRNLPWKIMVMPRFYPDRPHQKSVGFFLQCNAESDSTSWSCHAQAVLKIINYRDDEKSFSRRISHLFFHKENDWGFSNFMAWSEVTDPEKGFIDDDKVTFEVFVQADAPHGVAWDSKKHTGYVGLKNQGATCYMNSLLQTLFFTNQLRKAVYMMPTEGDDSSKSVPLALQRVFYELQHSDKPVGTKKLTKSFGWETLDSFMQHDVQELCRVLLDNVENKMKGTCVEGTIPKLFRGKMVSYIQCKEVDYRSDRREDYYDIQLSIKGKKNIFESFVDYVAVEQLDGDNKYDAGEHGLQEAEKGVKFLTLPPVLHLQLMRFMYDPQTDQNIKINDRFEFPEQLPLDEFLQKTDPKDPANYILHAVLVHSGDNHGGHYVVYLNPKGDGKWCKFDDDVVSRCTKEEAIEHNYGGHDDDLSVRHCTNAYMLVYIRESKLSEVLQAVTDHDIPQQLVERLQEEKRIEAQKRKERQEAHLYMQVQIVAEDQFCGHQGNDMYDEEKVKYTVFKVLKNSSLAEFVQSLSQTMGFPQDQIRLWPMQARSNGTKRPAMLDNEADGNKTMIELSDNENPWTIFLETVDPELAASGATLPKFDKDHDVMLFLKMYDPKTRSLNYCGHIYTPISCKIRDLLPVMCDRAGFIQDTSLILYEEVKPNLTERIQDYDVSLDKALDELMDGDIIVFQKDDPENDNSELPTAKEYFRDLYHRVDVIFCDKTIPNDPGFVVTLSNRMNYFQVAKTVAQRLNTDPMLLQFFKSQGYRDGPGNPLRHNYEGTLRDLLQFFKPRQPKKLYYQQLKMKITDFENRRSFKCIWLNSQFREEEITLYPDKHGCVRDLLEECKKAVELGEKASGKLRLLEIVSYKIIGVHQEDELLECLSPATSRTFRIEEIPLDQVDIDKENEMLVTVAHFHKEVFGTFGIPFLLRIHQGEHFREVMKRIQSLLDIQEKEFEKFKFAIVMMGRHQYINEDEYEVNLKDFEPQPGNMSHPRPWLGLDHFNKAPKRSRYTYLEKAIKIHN
OTUD3 inh: blocks human OTUD3 ubiquitin-rhodamine cleavage; inhibition, % at 25 µM; hit rate 0.7% among 47,000; AID 1645858; purified OTUD3, Ub-rhodamine fluorescence, 2 h; Q5T2D3
USP8 block: human USP8 deubiquitinase inhibition; hit rate 4.2% among 47,000; P40818; AID 1645853; purified USP8, Ub-rhodamine cleavage fluorescence, 30 min; inhibition, % at 20 µM
USP10 block: inhibitors of human USP10 deubiquitinase; Q14694; purified USP10, Ub-rhodamine fluorescence, 60 min; inhibition, % at 20 µM; hit rate 1.1% among 47,000
UCHL1 block: human UCHL1 deubiquitinase inhibition | hit rate 0.2% among 47,000 | inhibition, % at 20 µM | purified UCHL1, Ub-rhodamine cleavage fluorescence | AID 1645859 | P09936
USP30 inh: inhibitors of human USP30 deubiquitinase; Q70CQ3; AID 1645860; purified USP30, Ub-rhodamine cleavage fluorescence; inhibition, % at 25 µM; hit rate 5.3% among 47,000
USP28 block: inhibitors of human USP28 deubiquitinase; AID 1645857; hit rate 3% among 47,000; purified USP28, Ub-rhodamine cleavage fluorescence, 30 min; inhibition, % at 25 µM
USP17 inh: inhibitors of human USP17 deubiquitinase; A8MUK1; purified USP17, Ub-rhodamine cleavage fluorescence, 3 h; inhibition, % at 50 µM; hit rate 6.5% among 47,000; AID 1645855
Numbers without * were called inactive; · = no result given. Rule as the data show it: active = inhibition above about 30%; inactive = the rest.

SMILES | USP7 inh | OTUD3 inh | USP8 block | USP10 block | UCHL1 block | USP30 inh | USP28 block | USP17 inh
O=C(NCCc1ccc(Cl)cc1Cl)C1COc2ccccc2O1 (stereo not drawn) | -15.7 | 6.6 | 7.9 | 0.6 | 7.7 | 1.1 | 10.6 | -0.3
CN(C)C(=O)CN1C[C@@]23CN(C(=O)c4ccccn4)C[C@@H](C[C@@H]2S1(=O)=O)O3 | 1.1 | -3.4 | -6.5 | 0.0 | -1.0 | 0.2 | -2.0 | -1.4
COc1ccc(C(=O)N2CCCn3nc(-c4ccncc4)cc3C2)cn1 | 0.7 | 2.8 | 1.8 | 0.2 | 2.7 | · | · | 9.3
CN(CC(=O)Nc1cccc(F)c1)C(=O)c1ccc2c(c1)nnn2C | -0.1 | -2.7 | -7.3 | -5.6 | -3.3 | -28.6 | 1.5 | -8.4
O=C(O)c1c(CNC2CC2)c2ccccc2n1Cc1ccccc1F | -48.0 | 14.6 | 0.0 | -2.5 | -1.2 | 12.6 | 12.6 | 10.0
CCN(c1ccccc1)S(=O)(=O)c1ccc(C(=O)Nc2cccc(NC(C)=O)c2)cc1 | -15.4 | -17.3 | -9.2 | -3.3 | -2.8 | -25.0 | -8.3 | -15.8
COc1ccc(CNC(=O)C2c3ccccc3CCN2C(=O)C2CC2)cc1OC (stereo not drawn) | -2.1 | 12.9 | 25.1 | -0.2 | 1.1 | 22.9 | 11.5 | 6.3
CC1=C(C(=O)Nc2ccccc2)C(c2ccc(C#N)cc2)NC(=O)N1 (stereo not drawn) | -8.7 | -4.2 | 1.6 | 0.6 | -2.6 | -21.0 | -3.2 | 0.0
COc1ccc(C(C(=O)NC2CCCCC2)N(Cc2ccc3c(c2)OCO3)C(=O)CCCC(=O)Nc2ccccn2)cc1 (stereo not drawn) | -4.1 | -9.2 | -10.0 | 2.4 | 2.6 | -14.4 | -8.1 | -0.1
CN1CCCN(C(=O)c2cccc(F)c2)c2nc3ccccc3nc21 | -0.1 | -2.8 | 0.0 | -1.9 | 5.1 | -1.9 | 5.2 | -2.3
COc1cc(O)c2c(c1)OC(C)CC2=O (stereo not drawn) | -3.7 | -0.7 | -6.6 | -1.3 | -0.8 | -19.3 | -1.0 | -19.8
CC1CCCN(S(=O)(=O)c2nn(Cc3cccc(C#N)c3)cc2C(=O)O)C1 (stereo not drawn) | -1.7 | -3.2 | -215.9 | -0.1 | -3.0 | 0.0 | -5.3 | -12.7
O=C(c1ccc2c(c1)OCO2)N1CCn2c(nnc2-c2cncc(Br)c2)C1 | -0.6 | 8.3 | -277.0 | 0.7 | -0.3 | 2.3 | -3.2 | -27.1
COc1ccc(C2c3[nH]c4ccccc4c3C[C@@H]3C(=O)N(Cc4ccco4)CC(=O)N23)cc1 (stereo partly drawn) | -20.9 | -58.5 | -34.6 | -5.4 | -6.5 | -292.6 | -82.1 | -90.5
CC(=O)N[C@H]1C[C@H]2CN(Cc3ccccc3)Cc3ccccc3CN2C1 | -4.9 | -26.4 | -11.5 | -5.8 | -5.4 | -162.1 | -31.9 | -24.9
COC(=O)C(C)Sc1ncnc2c1nnn2-c1ccc(OC)cc1 (stereo not drawn) | -2.8 | -4.6 | 2.3 | 0.0 | -11.6 | · | · | 37.4*
COc1ccc(CCNC(=O)c2oc(=O)c3ccccc3c2-c2ccc(C)cc2)cc1OC | -39.1 | -3.1 | 4.6 | 4.9 | 4.2 | 3.3 | -0.7 | -0.6
CCOC(=O)c1cnc2c(c(C)nn2C)c1Oc1ccc(C#N)cc1 | 0.4 | 20.5 | -0.4 | -2.8 | -0.4 | 6.5 | 0.3 | -2.0
Cc1c(C(=O)NCC(F)(F)F)nnn1-c1cccc2c1CCN(C1CCOCC1)C2 | -13.5 | -34.0 | -7.3 | -7.1 | -11.4 | -124.8 | -44.1 | -33.9
COc1ccc([N+](=O)[O-])cc1NC(=O)C(C)OC(=O)c1cc(=O)[nH]c2ccc(S(=O)(=O)Nc3ccc(F)cc3)cc12 (stereo not drawn) | -25.6 | -8.9 | -36.5 | 19.6 | 0.1 | 24.2 | 20.2 | -5.8
Cc1ccc(C(=O)N2CCN(c3nc4ccccc4n(C)c3=O)CC2)cc1 | -16.7 | 0.4 | 0.9 | 1.5 | 0.4 | · | · | -1.9
CSc1ccccc1OC1CCN(Cc2ccccc2)CC1 | -2.4 | 4.6 | -11.3 | 1.7 | -3.4 | 0.2 | -1.7 | -1.9
CCOc1ccc(CNC(=O)CCC(=O)N2CCOc3ccc(C)cc32)cc1 | -2.9 | 7.6 | -6.9 | -0.4 | 2.3 | 8.9 | 7.4 | 3.4
C[C@H](NC(=O)[C@H](Cc1c[nH]c2ccccc12)n1c(=O)[nH]c2ccccc2c1=O)C(=O)N1CCC(C(=O)O)CC1 | -0.8 | -11.2 | -21.6 | 2.4 | -3.5 | -14.2 | -8.9 | -14.8
Clc1cccc(-n2ccc(-c3cnccn3)n2)c1 | 0.2 | 8.3 | 0.0 | 1.7 | 0.6 | 18.5 | 17.6 | 5.3
O=C(Nc1ccc2c(c1)OCO2)c1[nH]nc2c1CCc1ccccc1-2 | 0.0 | 22.4 | 84.8* | 11.5 | 9.0 | 3.8 | 43.3* | 65.6*
CC(C)NC(=O)CCc1nnc2ccc(N3CCCC3)nn12 | 1.3 | 1.9 | 0.0 | 0.0 | -3.0 | 0.2 | 0.0 | -0.1
CN1Cc2c(C(=O)NCC3CCCO3)ncn2-c2ccccc2S1(=O)=O (stereo not drawn) | 0.7 | -2.1 | -2.1 | 0.6 | -0.5 | -8.5 | -9.3 | -13.6
CC1CCCN(S(=O)(=O)c2ccc(C(=O)Nc3ccc(S(N)(=O)=O)cc3)cc2)C1 (stereo not drawn) | -89.4 | -1.4 | 0.0 | 1.0 | 3.4 | -3.2 | -1.6 | ·
CCCCc1c(O)c2cnn(-c3ccccc3)c2[nH]c1=O | 2.1 | -7.8 | -0.8 | -0.2 | 0.4 | -8.4 | 16.9 | -1.6
CCOC(=O)Cn1c(=O)n(Cc2ccccc2)c(=O)c2ccccc21 | -60.5 | 1.9 | 1.6 | -0.3 | -3.2 | -7.8 | -11.3 | -12.4
c1ccc(OCc2nc(-c3ccc(-n4ccnc4)nc3)no2)cc1 | -11.1 | 16.8 | 13.1 | 0.6 | 2.5 | 27.9 | 24.4 | 21.5
Cn1c(=O)c(C(=O)Nc2ccc(Oc3ccccc3)cc2)cc2cccnc21 | 5.3 | 12.2 | 8.2 | 3.7 | 3.3 | 16.9 | 12.3 | 15.4
O=C(c1nc(-c2ccc(N3CCCCC3)nc2)no1)N1CCCCCC1 | -30.0 | 6.4 | -2.0 | 6.2 | 4.6 | 6.6 | 2.6 | 0.4
Cc1ccc(CN2C(=O)c3nc4ccccc4n3CC2(C)C(=O)NC2CCCC2)cc1 (stereo not drawn) | -1.1 | 0.0 | -7.6 | 2.4 | 0.3 | 6.4 | -6.5 | -3.2
CC(NCC(=O)N1CCC(Cc2ccccc2)CC1)c1ccccc1 (stereo not drawn) | -0.3 | 11.4 | -22.8 | -0.2 | 3.5 | 17.1 | 5.0 | -0.3
COc1ccccc1CNC(=O)CCc1nnc2ccc(N3CCCCC3)nn12 | -1.2 | -11.5 | 1.0 | -4.2 | -3.0 | -37.6 | -10.4 | -5.7
CN(C)c1ccc(C2CC(c3c(O)n(C)c(=O)[nH]c3=O)=Nc3ccccc3S2)cc1 (stereo not drawn) | 6.2 | 15.2 | 17.9 | -1.9 | -2.9 | 24.1 | 51.5* | 65.2*
Nc1nc2c(cc1C(=O)N1CCCC1)CN(S(=O)(=O)c1ccc(F)cc1)CC2 | 0.1 | -5.4 | -0.4 | -0.2 | -3.9 | -18.0 | -14.2 | -0.4
COc1ccccc1N1CCN(C(=O)CSc2cc(=O)n(C)c3ccccc23)CC1 | 2.9 | 20.4 | -23.0 | 0.0 | 1.6 | 32.0* | 13.8 | 16.4
O=C(COC(=O)c1sc2ccccc2c1Cl)Nc1ccc(F)cc1 | 0.1 | 7.6 | 8.1 | 5.9 | 0.0 | 24.7 | 7.7 | 2.3
Cn1nccc1C(=O)N1CC(C(=O)Nc2ccc(F)cc2)C2(CCOCC2)C1 (stereo not drawn) | 0.2 | -1.0 | 0.0 | -2.9 | 0.0 | -11.8 | -3.1 | -5.6
CNc1nccnc1C1CN(C(=O)c2n[nH]c3c2CCC3)CCO1 (stereo not drawn) | 1.9 | -5.1 | -32.2 | -0.5 | -0.9 | 1.5 | -1.6 | -8.5
COc1ccc(CN2CCc3nc(-c4ccncc4)[nH]c(=O)c3C2)cc1O | 9.6 | 5.1 | 3.3 | -1.8 | 3.9 | 16.0 | 10.9 | 2.2
O=C(Nc1ccccc1[N+](=O)[O-])N1CCN(c2ccc3nnc(-c4ccccc4)n3n2)CC1 | -3.2 | -1.9 | -20.5 | -3.3 | -2.5 | 6.8 | -2.0 | 12.5
O=C1CCCN1CCCNS(=O)(=O)c1ccc(Cl)c(C(=O)N2CCOCC2)c1 | 1.1 | -4.7 | -7.6 | 2.6 | -2.5 | -16.0 | -12.7 | -7.7
Cc1ccc(Nc2nc(N)nc(CN3CCCC3c3nc4ccccc4s3)n2)cc1 (stereo not drawn) | -2.5 | -23.3 | -31.7 | -6.9 | -1.1 | -70.7 | -9.4 | -17.4
CCCn1c(=O)c2sccc2n2c(CCC(=O)NC3CCC(C)CC3)nnc12 (stereo not drawn) | 8.8 | 22.8 | 25.1 | 2.0 | 4.3 | 40.5* | 11.7 | ·
Cn1c(=O)c2c(ncn2CCC(=O)Nc2ccc(F)cc2)n(C)c1=O | 2.8 | 6.5 | -8.1 | 2.0 | 3.6 | 2.2 | 3.7 | 1.8
Cn1c(NC(=O)C2CCCCC2)c(-c2ccc3c(c2)OCO3)c(=O)c2ccccc21 | -7.6 | -3.9 | -6.1 | 0.3 | -3.9 | 10.6 | -8.2 | 0.8
O=S(=O)(c1ccc(Br)cc1)N1CCN=C1N1CCCC1 | -7.0 | -8.5 | 0.0 | -2.0 | -2.2 | -12.3 | -6.7 | -12.4
CC(C)(C)c1ccc(/C=C/C(=O)Nc2ccc3c(c2)OCCO3)cc1 | 11.2 | -2.8 | -8.8 | 8.2 | 6.8 | -8.2 | 33.5* | -2.2
O=C(c1cccs1)N(CCCn1ccnc1)c1nc2c(F)cccc2s1 | -3.3 | -4.4 | 4.2 | -2.3 | 3.0 | 20.8 | 7.6 | 21.8
Cc1cccc(-c2noc(Cc3nnc(-c4ccccc4)o3)n2)c1 | -1.4 | -0.3 | -3.9 | -0.8 | -4.9 | -8.3 | -0.5 | -20.8
O=C(C1CCCN(c2cnc3nccnc3c2)C1)N1CCN(c2ccccc2F)CC1 (stereo not drawn) | -23.4 | -69.4 | -75.0 | 0.6 | -31.6 | -312.1 | -71.5 | -115.1
COc1ccc(Cl)cc1NC(=O)CN1C(=O)CC(c2ccccc2)S(=O)(=O)c2ccccc21 (stereo not drawn) | 5.0 | 7.1 | 14.4 | -0.7 | 6.9 | 10.7 | 11.9 | 11.7
COC(=O)c1ccc(CSc2nc(-c3ccc(OC)cc3)nc3c2c(=O)n(C)c(=O)n3C)o1 | 2.2 | 3.7 | 0.2 | -1.5 | 2.4 | 3.7 | 6.2 | 15.1
CC(=O)Nc1ccc(S(=O)(=O)N(Cc2cccnc2)Cc2cc3ccc(C)cc3[nH]c2=O)cc1 | -9.2 | -12.9 | -35.1 | -7.8 | -7.7 | -21.3 | -28.7 | 14.8
Cc1cc(O)c2c(c1)C(=O)c1cc(O)ccc1C2=O | 10.0 | 4.1 | 1.7 | 3.7 | 5.2 | -10.6 | 1.5 | -0.4

A stretch of the results above, for reference:
SMILES | USP7 inh | OTUD3 inh | USP8 block | USP10 block | UCHL1 block | USP30 inh | USP28 block | USP17 inh
O=C(c1cccs1)N(CCCn1ccnc1)c1nc2c(F)cccc2s1 | -3.3 | -4.4 | 4.2 | -2.3 | 3.0 | 20.8 | 7.6 | 21.8
Cc1cccc(-c2noc(Cc3nnc(-c4ccccc4)o3)n2)c1 | -1.4 | -0.3 | -3.9 | -0.8 | -4.9 | -8.3 | -0.5 | -20.8
O=C(C1CCCN(c2cnc3nccnc3c2)C1)N1CCN(c2ccccc2F)CC1 (stereo not drawn) | -23.4 | -69.4 | -75.0 | 0.6 | -31.6 | -312.1 | -71.5 | -115.1
COc1ccc(Cl)cc1NC(=O)CN1C(=O)CC(c2ccccc2)S(=O)(=O)c2ccccc21 (stereo not drawn) | 5.0 | 7.1 | 14.4 | -0.7 | 6.9 | 10.7 | 11.9 | 11.7
COC(=O)c1ccc(CSc2nc(-c3ccc(OC)cc3)nc3c2c(=O)n(C)c(=O)n3C)o1 | 2.2 | 3.7 | 0.2 | -1.5 | 2.4 | 3.7 | 6.2 | 15.1
CC(=O)Nc1ccc(S(=O)(=O)N(Cc2cccnc2)Cc2cc3ccc(C)cc3[nH]c2=O)cc1 | -9.2 | -12.9 | -35.1 | -7.8 | -7.7 | -21.3 | -28.7 | 14.8
Cc1cc(O)c2c(c1)C(=O)c1cc(O)ccc1C2=O | 10.0 | 4.1 | 1.7 | 3.7 | 5.2 | -10.6 | 1.5 | -0.4

Screening data (PubChem)
